# Screens deposited in PubChem BioAssay by several laboratories.
# MLLE-PAM2 inh: inhibitors of PABP1 MLLE–PAM2 peptide binding, primary screen, biochemical, fluorescence polarization, FITC-PAM2, GST-MLLE; inhibition, % at 20 µM; hit rate 0.36% among 360,000; in the data active = inhibition above about 35%, passing the limit was not always enough;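 also: plate controls were DMSO wells with GST-MLLE for no effect and wells lacking GST-MLLE protein for full effect; some results filed as inactive read as strong as hits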
# Target sequence (P11940 whole entry, looked up): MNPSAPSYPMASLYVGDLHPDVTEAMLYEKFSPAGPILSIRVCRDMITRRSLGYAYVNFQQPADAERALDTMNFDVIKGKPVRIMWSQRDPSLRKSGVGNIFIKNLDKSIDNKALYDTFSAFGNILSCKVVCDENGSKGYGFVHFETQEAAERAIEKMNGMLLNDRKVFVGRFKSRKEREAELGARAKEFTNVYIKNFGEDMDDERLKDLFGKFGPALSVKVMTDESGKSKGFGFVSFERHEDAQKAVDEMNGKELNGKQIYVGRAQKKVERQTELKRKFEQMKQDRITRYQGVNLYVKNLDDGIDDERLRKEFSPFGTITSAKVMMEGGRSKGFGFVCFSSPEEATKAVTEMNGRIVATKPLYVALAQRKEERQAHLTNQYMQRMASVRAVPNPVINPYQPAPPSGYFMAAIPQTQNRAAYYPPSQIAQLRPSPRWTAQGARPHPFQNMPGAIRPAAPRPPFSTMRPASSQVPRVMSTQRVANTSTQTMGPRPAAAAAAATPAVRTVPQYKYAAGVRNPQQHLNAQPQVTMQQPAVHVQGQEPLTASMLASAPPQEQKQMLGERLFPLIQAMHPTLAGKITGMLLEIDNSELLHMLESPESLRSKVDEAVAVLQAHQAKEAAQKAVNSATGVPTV
# Rin1 Abl inh: inhibitors of Rin1-Abl protein binding, primary screen, biochemical, TR-FRET. Tyrosine-protein kinase ABL1 (Homo sapiens) + Ras and Rab interactor 1 (Homo sapiens), …. inhibition, % at 7.35 µM. hit rate 0.4% among 360,000. AID 588664, 2011; in the data active = inhibition above about 5%, passing the limit was not always enough
# FAS-TE inh: FAS thioesterase domain inhibitors, primary screen, biochemical, fluorescence intensity, uHTS | hit rate 0.67% among 360,000 | recombinant FAS-TE, OMFH fluorogenic substrate, fluorescence endpoint | inhibition, % at 15 µM | Fatty acid synthase (Homo sapiens), P49327 | AID 602261, 2012;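 active = compounds whose normalised, plate-corrected inhibition of enzyme fluorescence in the single-dose primary screen is 50% or more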;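 also: 0% = DMSO with enzyme and 100% = substrate without enzyme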
# MsrA inh: bovine MsrA enzyme inhibitors, primary screen, biochemical, absorbance, HTS | AID 651718, 2012 | hit rate 0.75% among 360,000 | inhibition, % at 15.5 µM | purified bovine MsrA, absorbance read-out; in the data active = inhibition above about 4.5%;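 also: 0% = vehicle wells with enzyme and 100% = reference inhibitor wells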
# MsrA act: bovine MsrA enzyme activators, primary screen, biochemical, absorbance, HTS; activation, % at 10.6 µM; purified bovine MsrA, absorbance read-out; Methionine sulfoxide reductase A (Bos taurus); hit rate 0.3% among 360,000; in the data active = activation above about 7.5%;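 also: 0% = vehicle and 100% = reference activator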
# Neddylation inh: inhibitors of cullin neddylation, primary screen, biochemical, TR-FRET, uHTS, NAE and Ubc12 | NEDD8-conjugating enzyme Ubc12 (Homo sapiens) + NEDD8-activating enzyme E1 regulatory … | calls only at 25 µM | hit rate 0.58% among 360,000; in the data active = inhibition above about 36%
# CSN inh: inhibitors of CSN-mediated cullin deneddylation, primary screen, biochemical, fluorescence polarization, uHTS | Purified CSN, SCF-Nedd8-OG deneddylation | COP9 signalosome complex subunit 5 (Homo sapiens), Q92905 | inhibition, % at 12.5 µM | AID 651999, 2013 | hit rate 0.38% among 360,000;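 active = pattern-corrected inhibition above about 35%, with an unprinted fluorescence ratio check between 0.5 and 1.5, limit read from the data, passing the limit was not always enough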;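 also: 0% = enzyme with substrate and 100% = substrate without enzyme; some results filed as inactive read as strong as hits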
# Target sequence (Q92905 whole entry, looked up, one chain of several): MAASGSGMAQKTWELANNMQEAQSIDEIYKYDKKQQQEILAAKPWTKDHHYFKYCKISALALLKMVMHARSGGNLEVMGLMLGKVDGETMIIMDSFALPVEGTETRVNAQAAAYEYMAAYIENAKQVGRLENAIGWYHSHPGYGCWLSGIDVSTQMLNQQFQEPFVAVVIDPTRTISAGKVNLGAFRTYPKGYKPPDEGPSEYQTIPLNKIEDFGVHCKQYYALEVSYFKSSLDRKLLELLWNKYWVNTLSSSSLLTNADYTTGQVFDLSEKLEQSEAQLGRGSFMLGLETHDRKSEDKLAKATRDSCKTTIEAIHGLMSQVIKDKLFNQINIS
#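 Schedule: reaction 90 min, room temperature / Assay system: HEK293T-derived human Csn5 enzyme / Input: Csn5 at 0.24 nM final / Measure: inhibition of Csn5 cleavage, % / Control set: substrate-only high control, full reaction low control / Technique: fluorescence polarization of the substrate / Buffer or medium: Tris/NaCl/DTT buffer, pH 7.5 / Reagent: SCFSkp2-Nedd8OG substrate at 10 nM final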
# E coli Lon inh: inhibitors of E. coli Lon protease, primary screen, biochemical, fluorescence polarization | purified E. coli Lon protease | inhibition, % at 7.94 µM | hit rate 0.42% among 360,000; in the data active = inhibition above about 13%, passing the limit was not always enough;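 also: 0% = enzyme with probe and DMSO and 100% = no enzyme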
# TbMetRS inhib: T. brucei MetRS inhibitors, primary screen, biochemical, luminescence; methionyl-tRNA synthetase (Trypanosoma brucei brucei); purified T. brucei MetRS, ATP depletion, Kinase-Glo luminescence; inhibition, % at 11.9 µM; hit rate 0.4% among 360,000; AID 624268, 2012;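 active = inhibition above a per-plate cutoff of the control wells' mean inhibition plus 3 SD, cut at about 5.5% in these data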;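 also: 0% = DMSO wells median and 100% = median of wells with control inhibitor compound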
#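 Material: parasite MetRS enzyme / Replication: singlicate, one well per compound / Signal: luminescence of leftover ATP / Schedule: 2 h aminoacylation at 25 °C after 15 min preincubation / Medium: HEPES-MgCl2-KCl buffer plus DTT, spermine, BSA, pyrophosphatase / Doses: 11.9 µM single point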
# Active calls of the source: *; i = inactive; . = not tested or not shown; + = active, no number.
SMILES,MLLE-PAM2 inh,Rin1 Abl inh,FAS-TE inh,MsrA inh,MsrA act,Neddylation inh,CSN inh,E coli Lon inh,TbMetRS inhib
CS(=O)(=O)N(CC(=O)NC1CCCC1)Cc1ccc(Cl)cc1,-3,-2,-6,-1.5,-10,i,-2,-3,0.3
Cc1cccc(C)c1NC(=O)C1C2C=CC(C2)C1C(=O)NCc1ccccn1 (centres undefined),10,0,-11,0.3,-4,i,1,-4,-1.6
Cc1cc(C)n(CCCNC(=O)CCNS(=O)(=O)c2ccccc2C(F)(F)F)n1,12,6,-8,0.0,-6,i,-3,4,0.0
Cc1cc(C(=O)OCC(=O)N(C)c2c(N)n(Cc3ccccc3)c(=O)[nH]c2=O)c(C)n1-c1ccccc1,-6,0,-6,0.5,0,i,7,-16,-0.4
CC(C)NS(=O)(=O)c1ccc(OCC(N)=O)c(Cl)c1,1,-1,-4,0.7,-2,i,2,-8,-0.7
S=C(Nc1ccc(Oc2ccccc2)cc1)NC1CCCC1,-73,0,3,-0.6,-5,i,-10,10,-0.2
CN(C)C(=O)CSc1nc2ccc(N3C(=O)c4ccccc4C3=O)cc2s1,-59,-1,-9,2.4,-5,i,-4,18,-0.8
COc1cc(-c2nnc(CSc3nnc(Nc4ccc(Oc5ccccc5)cc4)s3)o2)cc(OC)c1OC,-138,-4,28,0.9,-3,i,-9,-13,-0.4
Cc1c(C(=O)c2no[n+]([O-])c2C(=O)c2cnn(C)c2C)cnn1C,2,-2,-11,0.6,1,i,1,-4,-0.3
Cc1ccc(-n2nc(C)c(=O)c(-c3ccccc3)c2NC(=O)C(C)C)cc1,7,-2,-5,1.1,-2,i,1,-5,0.1
COc1ccccc1OCCCn1c(=O)oc2ccccc21,3,-2,-7,-1.0,-3,i,5,-1,-1.3
CCN(C(=O)CN1CCN(c2ccc(OC)cc2)CC1)c1c(N)n(Cc2ccccc2)c(=O)[nH]c1=O,-3,-2,-7,-1.3,0,i,2,0,-0.1
COc1ccc(NCCC(O)c2ccc(Cl)cc2)cc1 (centres undefined),-4,1,6,-0.7,-3,i,0,-8,0.9
COc1ccc(NC2c3ccccc3C(=O)N2Cc2ccc3c(c2)OCO3)cc1 (centres undefined),-15,0,14,-1.5,-2,i,0,-1,0.1
CCc1ccc2nc(NC(=O)Cn3cnc4ccccc4c3=O)sc2c1,-16,0,-3,0.8,-3,i,1,3,-0.4
CCN(CC)CCCn1c2c(c(SCC(=O)Nc3cccc4ccccc34)nc1=O)CCC2,10,-2,-4,1.0,-3,i,1,36,-0.4
CC(C)OCC(O)CN1CCN(CCN2C(=O)c3cccc4cccc(c34)C2=O)CC1 (centres undefined),12,-7,-7,1.6,-6,i,-2,-4,0.2
CCOC(=O)c1sc2nc(C)nc(NCc3ccccc3OC)c2c1C,-4,-2,18,-0.3,-1,i,-4,-4,0.1
CCOc1cccc(OCCOCCNC(C)(C)C)c1,13,2,0,-1.2,-9,i,1,-8,-0.9
CCN(CC)S(=O)(=O)c1cccc(-c2nnc(C(=O)c3ccc(C(F)(F)F)cc3)o2)c1,1,4,21,-0.8,0,i,6,3,-0.5

# Quoted at random: 2 compounds from above.
SMILES,MLLE-PAM2 inh,Rin1 Abl inh,FAS-TE inh,MsrA inh,MsrA act,Neddylation inh,CSN inh,E coli Lon inh,TbMetRS inhib
COc1ccccc1OCCCn1c(=O)oc2ccccc21,3,-2,-7,-1.0,-3,i,5,-1,-1.3
S=C(Nc1ccc(Oc2ccccc2)cc1)NC1CCCC1,-73,0,3,-0.6,-5,i,-10,10,-0.2

# The list continues:
SMILES,MLLE-PAM2 inh,Rin1 Abl inh,FAS-TE inh,MsrA inh,MsrA act,Neddylation inh,CSN inh,E coli Lon inh,TbMetRS inhib
O=C(O)c1cc(NC(=S)NC(=O)C(c2ccccc2)c2ccccc2)ccc1Cl,23,-1,-1,0.8,4,i,3,-5,-0.2
CS(=O)(=O)Nc1ccc(C(=O)N2CCN(c3ccccc3F)CC2)cc1,12,-4,-2,1.3,4,i,-2,-5,-0.3
O=C(CSc1nnc2ccccn12)NCCc1ccc(F)cc1,9,-1,3,-1.0,-15,i,-2,-2,-1.4
O=C(Cn1cnc2ccccc2c1=O)NCc1cccs1,-14,0,-2,0.0,0,i,1,-2,0.9
O=S(=O)(NCC1CN(S(=O)(=O)c2c(F)cccc2F)C1)c1ccc2c(c1)OCCO2,18,4,-6,-0.5,2,i,-1,0,-0.4
COc1ccc(COC(=O)N/N=C/c2cccs2)cc1,1,-4,-6,-0.2,-6,i,0,7,-0.4
Cc1c(NC(=O)c2cccc(NC(=O)COc3ccccc3C#N)c2)c(=O)n(-c2ccccc2)n1C,-37,5,-8,-0.9,-14,i,2,-2,-0.7
COc1ccccc1/C=C/C(=O)NC(=S)N1CCN(C)CC1,-17,-4,-3,3.2,-4,i,0,1,-0.4
O=C(CCN1C(=O)c2ccccc2C1=O)Nc1ccc(F)cc1F,5,1,-8,-1.7,-1,i,9,3,-0.2
Cc1ccc2nc(N/N=C/c3ccccc3C#N)nc(-c3ccccc3)c2c1,-30,1,7,.,-4,i,-1,-6,-0.9
C=CCn1c(SCC(=O)c2ccc(Br)cc2)nnc1C(C)NC(=O)Cc1ccc(OC)cc1 (centres undefined),-11,1,2,.,0,i,6,8,-0.1
CCOc1cc(C2NC(=O)NC(C)=C2C(C)=O)cc(Cl)c1OCC(=O)O (centres undefined),-10,-3,-10,0.9,1,i,-5,4,-0.6
Cc1[nH]c2ccc(-c3n[nH]c(=S)n3-c3ccccc3)cc2c1C,8,4,-4,-1.4,0,i,-4,-3,0.4
O=S(=O)(NCCCSc1ccccc1)c1ccccc1F,43*,-1,7,0.2,-2,i,-3,-3,-0.6
CCCC(CCC)C(=O)NNc1cc(=O)c2c(=O)n(C)c(=O)n(C)c2[nH]1,-3,0,-20,-0.3,-8,i,-2,-5,-1.1
CC(C)C(NS(=O)(=O)c1cccc(C(F)(F)F)c1)C(=O)NCc1cccs1 (centres undefined),-4,0,-1,0.7,3,i,0,-2,-0.5
CC[C@@H]1[C@H]2CCCC(=O)N3CC[C@@H](C[C@@H]1OC(=O)NCc1ccccc1)[C@@H]23,-10,3,-4,-1.1,-1,i,-1,-3,-0.2
Cc1ccc(NS(=O)(=O)c2cc(Br)cnc2N)c(Cl)c1,-8,2,-1,-0.5,0,i,4,3,-0.2
COc1ccc(C2CC(c3cccs3)=NN2C(=O)CN2CCCCC2)cc1 (centres undefined),-3,1,-3,2.4,-12,i,-5,-1,-0.7
CCCS(=O)(=O)N1CCC(C(=O)NCCC(C)C)CC1,9,1,-3,1.5,-1,i,2,2,0.5
Cc1cc(=O)oc2cc(Oc3ncccc3[N+](=O)[O-])ccc12,11,2,0,1.9,-3,i,1,1,-0.2
COc1ccc2c(c1)[nH]c1c(=O)n(/N=C/c3ccc(OC)c(CN4CCCC4)c3)cnc12,-8,-6,-4,1.3,-5,i,3,1,-1.1
Cc1c(-c2ccccc2)oc2c(C(=O)OCC(=O)Nc3ccc(F)cc3)cccc2c1=O,0,-1,10,-0.6,-1,i,1,-6,-0.6
COc1ccc(CNC(=O)C2CCC(CNS(=O)(=O)c3cccs3)CC2)cc1 (centres undefined),-2,3,-5,-0.5,-2,i,-1,1,0.0
O=C(Cc1ccccc1)N/N=C/c1ccc2cccc(O)c2n1,-5,-2,2,1.4,-1,i,1,10,-0.4
C[C@H](CO)N1C[C@H](C)[C@@H](CN(C)S(=O)(=O)c2ccccc2)Oc2c(NS(=O)(=O)c3ccccc3)cccc2C1=O,-6,1,-5,-0.3,-3,i,-3,-2,-0.2
c1ccc(CCn2c(SCc3ccccc3)nnc2-c2ccncc2)cc1,-23,3,-9,1.4,-11,i,-1,-4,-0.7
O=C(Nc1nnc(-c2ccccc2Cl)s1)c1ccccc1F,9,0,-5,1.5,-5,i,-1,-2,-0.7
CCOC(=O)C1C(=O)C=C(c2cccc(NS(C)(=O)=O)c2)CC1c1ccco1 (centres undefined),-1,2,21,-0.2,0,i,-1,-6,-0.9
CC1CCC2(CC1)NC(=O)N(CC(=O)Nc1cccc(S(=O)(=O)N3CCOCC3)c1)C2=O (centres undefined),-5,-3,-5,0.7,-4,i,3,2,0.0

# Sorted by value in E coli Lon inh (ascending): some entries from above
SMILES	E coli Lon inh
Cc1c(-c2ccccc2)oc2c(C(=O)OCC(=O)Nc3ccc(F)cc3)cccc2c1=O	-6
Cc1cc(=O)oc2cc(Oc3ncccc3[N+](=O)[O-])ccc12	1
CC1CCC2(CC1)NC(=O)N(CC(=O)Nc1cccc(S(=O)(=O)N3CCOCC3)c1)C2=O (centres undefined)	2

# Going on with the list:
SMILES,MLLE-PAM2 inh,Rin1 Abl inh,FAS-TE inh,MsrA inh,MsrA act,Neddylation inh,CSN inh,E coli Lon inh,TbMetRS inhib
Cn1cc(CNCc2cnc3ccccn23)c(-c2ccc(Oc3ccccc3)cc2)n1,7,1,2,-0.8,-5,i,4,-12,0.2
Oc1ccccc1/C=N/NC(=S)NCCc1ccccc1,26,-2,17,0.1,0,+,0,12,-0.7
COc1ccc(CCNC(=O)CCC2COc3ccccc3O2)cc1OC (centres undefined),5,4,-7,1.1,-6,i,2,0,-0.9
CCOC(=O)c1ccc(S(=O)(=O)Nc2ccc3cn[nH]c3c2)cc1,-9,0,2,-1.0,-1,i,0,2,-0.9
Cn1c(CNC(=O)c2ccc(Cl)c(Cl)c2)nnc1SCC(=O)Nc1sc2c(c1C#N)CCCC2,1,-1,-4,0.7,0,i,2,-4,0.0
COC(=O)c1sc(-c2ccccc2)cc1NC(=O)c1ccccc1,11,1,7,-0.1,-2,i,-14,0,0.4
Cc1ccc(S(=O)(=O)N2CCN(CC(=O)NCC3(N4CCOCC4)CCCCC3)CC2)cc1,-14,0,-1,-1.2,-3,i,-6,4,0.0
CN(C)c1ccc(NC(=O)c2ccc(N3CCOCC3)nc2)cc1,-5,-4,-3,2.0,-3,i,0,0,-0.2
CCOC(=O)c1c(N)sc(C(C)=O)c1C,31,-6,-4,3.5,-4,i,-2,-8,-0.7
COc1ccc(-n2ncc3c(N4CCCCC4)ncnc32)cc1,-4,6.1*,6,.,-4,+,-2,-7,-0.2
CCc1n[nH]c2c1/C(=N\O)CC(C)(C)C2,5,0,-8,0.6,-10,i,-7,7,-0.6
CCOC(=O)c1c(C)[nH]c(C(=O)COC(=O)c2ccccc2NC(=O)c2ccco2)c1C,-28,4,-3,-0.3,5,i,3,-3,-0.7
CCCC(=O)Nc1nc2c(C)c(Cl)ccc2s1,-9,-1,0,0.3,-3,i,-1,3,0.0
O=c1[nH]n2c(=O)c3c([nH]c2c1N=Nc1cccc(Cl)c1)CCCC3,-1,2,10,0.8,-4,i,-8,-5,-0.3
C/C(=N/OC(=O)c1ccc(C)cc1)c1cccs1,-13,-4,6,0.7,-4,i,0,2,-2.3
NC(=O)c1cnn2c(C(F)(F)F)cc(-c3ccccc3)nc12,-1,-3,-1,1.6,-1,i,-1,-7,-0.3
CC(=O)N1CCc2c(sc(NC(=O)Cc3ccccc3)c2C(N)=O)C1,7,-1,2,1.2,0,i,-4,-7,0.3
